HCV inh – blocks hepatitis C virus | Huh7.5.1 HCVcc-Cre infection, luciferase reporter, 44 h | 3.4% of 340,000 active | Potency, µM (titrated, usually from 41.8 µM), for inactives: top-dose activity change, negative = inhibition, most hits filed as inhibitors; further: potency means the concentration at half of the fitted maximal effect
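Luciferase read-out (15 sec integration) after a 15 min room-temperature substrate step quantifies HCVcc-Cre infection. Cells, 1,000 per well, had compound added 4 h post-plating, then virus at ~0.5 moi, and were cultured 44 h.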
AmpC no deterg – AmpC beta-lactamase inhibition without detergent; 0.52% of 330,000 active; AmpC nitrocefin hydrolysis, absorbance 480 nm, 0.0001% Triton; Potency, µM (titrated, usually from 57.1 µM), for inactives: at the top dose activity change, negative = inhibition, actives largely listed as inhibitors; P00811;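 further: potency means the concentration at half of the fitted maximal effect; plate controls were no compound for no effect and no enzyme for full effect; nearly all actives have a fitted effect of over 20% in size; some results filed as inactive show a strong effect at the top dose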
Target sequence (P00811 whole entry, looked up): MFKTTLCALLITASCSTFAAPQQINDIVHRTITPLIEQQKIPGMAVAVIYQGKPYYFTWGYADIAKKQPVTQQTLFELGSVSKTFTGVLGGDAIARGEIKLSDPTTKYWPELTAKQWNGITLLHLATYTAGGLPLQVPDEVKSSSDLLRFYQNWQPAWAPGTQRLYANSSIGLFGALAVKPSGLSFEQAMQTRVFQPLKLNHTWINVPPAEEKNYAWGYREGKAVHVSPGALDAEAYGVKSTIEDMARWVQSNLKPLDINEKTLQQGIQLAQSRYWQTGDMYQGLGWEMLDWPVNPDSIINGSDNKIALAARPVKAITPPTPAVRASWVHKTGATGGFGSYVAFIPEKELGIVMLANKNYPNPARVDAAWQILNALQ
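AmpC (5.3 nM in the dispensed reagent) in 20 mM phosphate pH 7.0 with 0.01% (detergent screen) or 0.0001% Triton X-100 was preincubated with compounds for 15 min at room temperature. Nitrocefin was then added from an 800 uM solution, and hydrolysis was followed at 480 nm.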
TbPYK inhibitor – inhibitors of Trypanosoma brucei pyruvate kinase; Q57TT1; TbPYK enzyme, Kinase-Glo Plus ATP luminescence, 45 min; 0.12% of 410,000 active; Potency, µM (doses to about 76.8 µM), inactives show top-dose activity, negative = inhibition, hits mostly inhibitors; AID 624173; further: potency means the concentration at half of the fitted maximal effect; nearly all actives have a fitted effect of over 50% in size
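Quantitative HTS: titrated library compounds versus trypanosomal pyruvate kinase in TEA buffer (pH 7.2) containing KCl, MgCl2, BSA and Tween-20. Reactions were initiated with ADP, 130 uM final. Kinase-Glo Plus luminescence was read after 45 min at RT.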
LmPK inhibitor – LmPK (Leishmania mexicana) enzyme inhibition; 0.37% of 290,000 active; purified LmPK, Kinase-Glo ATP luminescence, 1 h; Potency, µM (doses to about 57.5 µM), inactives show at the highest dose activity change, negative = inhibition, hits mostly inhibitors; Q27686; further: potency means the concentration at half of the fitted maximal effect
Target sequence (Q27686 whole entry, looked up): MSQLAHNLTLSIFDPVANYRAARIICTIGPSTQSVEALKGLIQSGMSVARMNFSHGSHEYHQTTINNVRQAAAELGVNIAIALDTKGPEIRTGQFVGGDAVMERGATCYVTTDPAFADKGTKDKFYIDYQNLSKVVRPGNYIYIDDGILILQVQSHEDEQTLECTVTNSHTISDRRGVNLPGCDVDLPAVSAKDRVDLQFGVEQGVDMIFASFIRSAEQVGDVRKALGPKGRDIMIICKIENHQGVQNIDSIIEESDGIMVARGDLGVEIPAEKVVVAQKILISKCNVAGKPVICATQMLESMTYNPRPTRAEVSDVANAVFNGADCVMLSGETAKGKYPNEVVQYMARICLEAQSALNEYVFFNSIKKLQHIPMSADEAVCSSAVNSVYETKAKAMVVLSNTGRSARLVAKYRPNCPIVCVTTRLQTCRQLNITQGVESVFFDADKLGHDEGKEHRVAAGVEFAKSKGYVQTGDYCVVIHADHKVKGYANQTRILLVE
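In 50 mM imidazole pH 7.2 with 7 mM MgCl2, LmPK (0.1 nM) turned over PEP (0.5 mM) and ADP (0.1 mM) for 1 h at room temperature. Luciferase read-out of ATP.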
AmpC detergent – inhibitors of E. coli AmpC beta-lactamase with detergent; P00811; AmpC hydrolysis of nitrocefin, absorbance 480 nm, 0.01% Triton; Potency, µM (doses to about 114 µM), for inactives: top-dose activity change, negative = inhibition, usual class: inhibitors; 0.041% of 370,000 active; AID 485294;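 further: potency means the concentration at half of the fitted maximal effect; 0% = no-compound wells and -100% = no-enzyme wells; nearly all actives have a fitted effect of over 25% in size; some results filed as inactive show a strong effect at the top dose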
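20 mM phosphate pH 7.0 + 0.01% (detergent screen) or 0.0001% Triton X-100; 5.3 nM AmpC reagent; cpd preinc 15 min RT; nitrocefin (800 uM stock) to start; A480 q20 s × 4 min; Activity was normalised to no-enzyme and no-compound control wells.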
HCMV antiviral – inhibitors of human cytomegalovirus. HFF cells, HCMV-luciferase reporter, 72 h; hits give low values. activity change, negative = inhibition, % at 57.5 µM. 4.5% of 410,000 active; in the data active means activity change below about -60%; inconclusive means no clear call, values can overlap the other calls; inactive means above about -39%
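Two compound doses tested in HFFs infected with HCMV-luciferase, MOI 1 PFU/cell, 72 h at 37C. Lysate luminescence read with OneGlo; data normalized against buffer-only and 10uM Salinomycin inhibitor controls.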
AMA1 RON2 block – AMA1-RON2 (P. falciparum) interaction inhibition | 0.2% of 360,000 active | Potency, µM (highest dose often 58.2 µM), for inactives: at the top dose activity change, negative = inhibition, actives largely listed as inhibitors | AID 720542 | AlphaScreen AMA1-biotinylated RON2 peptide binding;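 further: potency means the concentration at half of the fitted maximal effect; 0% = vehicle wells and -100% = peptide control; nearly all actives have a fitted effect of over 45% in size; some results filed as inactive show a strong effect at the top dose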
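AMA1 (3D7) with his tag at 25 nM final met compounds first, then biotinylated RON2 peptide at 25 nM; detection used donor plus acceptor beads, 10 µg/mL apiece, read by AlphaScreen after 30 min at room temperature.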
The depositor's hits bear a star; ? = inconclusive; . = not tested or not shown; & = joins results of further samples; ! = not active in a repeat; [ ] = dose if it differs, or a comment. Unless noted, the call rests on the fitted dose curve; in most records, active means well fitted curve in the direction sought with a large enough effect; inconclusive means small, poorly fitted or top-dose-only effect, or another doubt; inactive means no such curve, though single readings can be large; an effect the other way counts as inactive or inconclusive. Unless noted, on the % scale 0 is the no-effect control and ±100 the full control effect.

Start of the listing, in advance:
canonical_smiles | HCV inh | AmpC no deterg | TbPYK inhibitor | LmPK inhibitor | AmpC detergent | HCMV antiviral | AMA1 RON2 block
CSc1ccc(/C=C(\C#N)C(=O)NC2CCCCC2C)cc1 (stereo not drawn) | ? | -23% | 5% | 0% | -7% | ? | -2%
CC(=O)Nc1c(C)nn(-c2ccccc2)c1N1CCC(C(=O)Nc2ccccc2F)CC1 | . | . | -3% | . | 0% | 6 | .
CCOC(=O)N1CCN(CC(=O)c2c(C)[nH]c3ccccc23)CC1 | 4% | -6% | -27% | 0% | 0% | -14 | 3%

Results, from the first entry:
canonical_smiles | HCV inh | AmpC no deterg | TbPYK inhibitor | LmPK inhibitor | AmpC detergent | HCMV antiviral | AMA1 RON2 block
CSc1ccc(/C=C(\C#N)C(=O)NC2CCCCC2C)cc1 (stereo not drawn) | ? | -23% | 5% | 0% | -7% | ? | -2%
CC(=O)Nc1c(C)nn(-c2ccccc2)c1N1CCC(C(=O)Nc2ccccc2F)CC1 | . | . | -3% | . | 0% | 6 | .
CCOC(=O)N1CCN(CC(=O)c2c(C)[nH]c3ccccc23)CC1 | 4% | -6% | -27% | 0% | 0% | -14 | 3%
COCCNC(=O)CSc1nc2cc3c(cc2c(=O)n1CCCC(=O)NCc1ccc(OC)cc1)OCO3 | 2% | -6% | -3%&5% | 2% | -12%&-4% | -62*! | 0%
COc1ccc(C(=O)N2N=C(c3ccc(NS(C)(=O)=O)cc3)CC2c2cccs2)cc1 (stereo not drawn) | -27% | -42% | -3% | 0% | -3% | ? | -4%
Cc1cn(C2OC(CC(=O)Oc3ccccc3)C(O)C2O)c(=O)[nH]c1=O (stereo not drawn) | 12% | . | -1% | . | . | -9 | -4%
CN(C(=O)c1ccccc1C(=O)OCC(=O)Nc1ccccc1)c1ccccc1 | -6% | 10% | -11% | . | -8% | -16 | -1%
Nc1c(NCc2ccccc2)c(=O)[nH]c(=O)n1Cc1ccccc1 | 2% | -31% | -13% | -2% | -10% | . | -5%
c1ccc(Oc2cccc3cccnc23)nc1 | -1% | -15% | 5% | 2% | 6% | 49 | 15%
COc1ccc(CNC(=O)C(=O)NCC2CCCO2)cc1 (stereo not drawn) | 11% | 1% | -29% | 1% | ? | 36 | -2%
COc1ccc(C)cc1N(CC(=O)Nc1cccc(N(C)S(C)(=O)=O)c1)S(C)(=O)=O | 10% | 14% | -1% | -3% | -2% | ? | -2%
O=C(CSc1nnc(-c2ccccc2F)n1C1CC1)N1CCCC1 | . | . | 4% | . | . | -16 | -3%
CCN(CC(=O)Nc1c(F)cccc1F)C(=O)c1ccc(COc2ccccc2)o1 | -4% | -3% | -2% | . | 2% | 14 | 5%
O=C(Oc1c(Br)cc(Br)c2cccnc12)N1CCCCC1 | ? | 140%[activator] | 4% | -6% | -6% | ? | 0%
CCOc1cc(/C=N/NS(=O)(=O)c2ccccc2)ccc1OS(=O)(=O)c1ccc(C)cc1 | -8% | -51% | -5% | 8% | -7% | 19 | -4%
CC(=O)NN1C(=O)c2ccccc2NC1c1cccc([N+](=O)[O-])c1 (stereo not drawn) | 42%[activator] | -16% | -13% | 4% | 1% | 25 | -2%
COc1cc(OC)c(NS(=O)(=O)c2ccc3oc(=O)c4ncn(C)c4c3c2)cc1Cl | . | . | 2% | . | -1% | 22 | .
Cc1nc2scc(-c3ccc(Cl)cc3)c2c(=O)n1N | 0% | -18% | 0% | 0% | 0% | ? | 8%
O=C(Nc1ccccc1)C1CCCN1/C=C/C(=O)C(F)(F)F (stereo not drawn) | 20% | -28% | 4% | -1% | -15% | 17 | 4%
Cc1cc(C)n2ncc(/C(N)=N/OC(=O)c3ccccc3F)c2n1 | -25% | -5% | 7% | -14% | 1% | 107 | -22%
Cc1ccc(C(=O)NNC(=O)c2ccco2)cc1 | 11% | -10% | -9% | -2% | -5% | 50 | -8%
CCOC(=O)Nc1ccc2c(c1)OCO2 | ? | -19% | -4% | -18% | 3% | 118 | 14%
COCCNC(=O)c1ccc2nc(Cc3ccccc3)oc2c1 | . | . | 1% | . | -1% | 36 | .
CCOC(=O)c1ccc(NC(=S)NC(=O)c2cncc(Br)c2)cc1 | 1% | -15% | 1% | 6% | -14% | -72* | 10%
COc1ccc(NC(=O)c2cccc(NS(=O)(=O)c3ccccc3)c2)cc1 | -23% | -40% | 5% | 1% | 1% | -14 | -4%
COc1ccc(C(CNC(=O)c2ccc(S(=O)(=O)N(C)C)cc2)N2CCCCC2)cc1 (stereo not drawn) | -13% | -13% | 0% | 1% | ? | -34 | 3%
C[C@H](CO)N1C[C@H](C)[C@@H](CN(C)Cc2ccncc2)Oc2c(NS(=O)(=O)c3ccc(F)cc3)cccc2C1=O | 1% | 96%[activator] | 4% | . | . | -30 | 6%
c1ccc(-c2noc(CN3CCc4sccc4C3)n2)cc1 | ? | 0% | 8% | 0% | 0% | 19 | -7%
CC/C(=N/Nc1cccc(C)c1)c1cnnc(SC)n1 | 10µM* | ? | -4% | 1% | ? | -68* | -15%
Cc1cnn(C(=O)Cn2nc(C(F)F)c(Br)c2C)c1 | 6% | -4% | 1% | . | 0% | -1 | -1%
O=C(OCC1CCCO1)c1ccc2c(c1)N(Cc1cccc(Cl)c1)C(=O)c1ccccc1S2(=O)=O (stereo not drawn) | . | . | 4% | . | 0% | 13 | .
Cc1ccc(-n2nc3ccc(N)cc3n2)cc1Cl | -21% | -29% | 5% | 4% | 2% | 103 | 0%
Cc1nnc(NC(=O)CSc2nc(C3CCCCC3)nc3ccccc23)s1 | 6% | -9% | 4% | 2% | -4% | ? | 20%
Cc1cc(C)c2c(=O)[nH]c(SCC(=O)c3ccc(C)c(C)c3)nc2n1 | -10% | 54% | 0% | -1% | 1% | -5 | -3%
Cc1cccc(C(=O)Nc2ccc(Cl)cc2C(=O)c2ccccc2)c1 | -13% | -14% | 3% | -1% | 0% | -40 | -4%
COc1cc(OC)cc(C(=O)Nc2ccc(-c3nc4ccccc4o3)cc2)c1 | ? | 50% | -1% | 1% | -5% | 2 | -9%
Cn1c(=O)n(C)c2cc(S(=O)(=O)Nc3ccc(F)cc3)ccc21 | ? | -14% | -4% | -1% | -3% | 41 | 2%
Cc1cc(C)c(NC(=O)C(C)n2nc(C)c3sc4ccccc4c3c2=O)c(C)c1 (stereo not drawn) | . | . | 1% | . | 3% | -4 | .
CC(Oc1ccccc1F)C(=O)NN (stereo not drawn) | 3% | -20% | 4% | 0% | 79µM* | 19 | -4%[11.6 µM]
CCN(C(=O)C1CCCO1)c1ccccc1 (stereo not drawn) | 8% | -4% | -3% | -5% | -10% | -3 | 10%
COc1cc(/C=C(\C#N)C(=O)N2CCOCC2)cc(Br)c1O | 11% | -1% | -14% | 4% | 4% | -10 | -6%
O=C(C[C@@H]1C/C=C\C[C@H](NC(=O)OCC2c3ccccc3-c3ccccc32)C(=O)OC[C@H]2CCCN2C1=O)NCCO | 12% | 182%[activator] | 1% | . | . | . | 22%
Cc1ccc(-n2c3c(c(=O)[nH]c2=O)C(NS(=O)(=O)c2ccc(C)cc2)(C(F)(F)F)C(=O)N3)cc1 (stereo not drawn) | 20% | -15% | -11%&-16% | 0% | 28%&0% | 13&89 | -17%
O=C1NCN(c2ccccc2)C12CCN(C(c1nnnn1C1CCCCC1)C1CC1)CC2 (stereo not drawn) | . | . | 0% | . | . | -21 | 3%
Cc1cc(SCC(=O)Nc2ccccc2C)nc(C)n1 | 5% | -10% | ? | 4% | ? | -36 | -7%
O=[N+]([O-])c1cccc(S(=O)(=O)NCCCN2CCOCC2)c1 | 17% | -14% | -5% | 5% | 4% | -9 | -1%
O=C(Nc1ccccn1)C1CCN(S(=O)(=O)c2ccc3c(c2)OCCO3)CC1 | ? | -28% | -9% | . | ? | 73 | 41%[activator]
O=C(NCCS(=O)(=O)N1CCc2ccccc2C1)c1ccccc1 | ? | -21% | 4% | . | -16% | -15 | 13%
CCOC(=O)c1sc2nc(C(C)C)c3c(c2c1N)CCC3 | -4% | -4% | -8% | -2% | ? | -15 | 9%
Cc1ccc(C)c(CN2CCC(CNC(=O)Nc3ccc(F)c(Cl)c3)CC2)c1 | ? | 14% | 5% | -8% | 0% | ? | 0%

The list goes on.
canonical_smiles | HCV inh | AmpC no deterg | TbPYK inhibitor | LmPK inhibitor | AmpC detergent | HCMV antiviral | AMA1 RON2 block
CCOC(=O)C1CCCN(C(=O)Cn2ncc3c(C)n(Cc4ccccc4F)c(C)c3c2=O)C1 (stereo not drawn) | . | . | 2% | . | 3% | -5 | .
COC(=O)c1c(C)c(C)nc(N)c1C#N | 5% | 2% | -3% | -5% | -6% | 60 | -4%
CN(Cc1ccccc1)C(=O)COC(=O)c1cc(Cl)nc(Cl)c1 | 16% | -2% | 0% | 2% | -10% | 53 | -2%
CC(=O)N(Cc1ccc(Cl)cc1)c1cnccn1 | 2% | -12% | 6% | -1% | 0% | -18 | 15%
CCCNC(=O)N1CCC(C(=O)c2ccc(F)cc2)CC1 | 4% | -12% | -9% | 2% | ? | 11 | 4%
O=C(CCCCC(=O)Nc1ccccc1)Nc1ccccc1 | 5% | -22% | 2% | 3% | -11% | 5 | 3%
CCCOc1c(OC)cccc1C1CC(=O)Nc2cc3c(cc21)OCCO3 (stereo not drawn) | ? | -4% | -10% | 6% | 7% | 21 | -8%
CCCOc1ccccc1Cn1c(=O)sc2ccccc21 | . | . | 1% | . | 22% | -17 | .
O=C(OCC(=O)N1CCN(C(=O)c2ccco2)CC1)c1cccc(F)c1 | 14% | -4% | -6% | . | -14% | ? | 6%
CCCOc1ccc(OCCSc2ncccn2)cc1 | -5% | -13% | -1% | -20% | 2% | 58 | -19%
Cc1nc2ccc([N+](=O)[O-])cc2c(=O)n1Cc1ccc(F)cc1 | -19% | -7% | 0% | -1% | -4% | -8 | -5%
CC(NC(=O)c1ccco1)C(c1cccs1)N1CCOCC1 (stereo not drawn) | -1% | 4% | -5% | -1% | -13% | 24 | 7%
COC(=O)c1ccc([C@H]2CC(=O)O2)cc1 | 31%[activator] | -4% | -1% | 3% | ? | 39 | -4%
O=C(NCc1ccco1)C1CCN(S(=O)(=O)c2cccc([N+](=O)[O-])c2)CC1 | -6% | -4% | -8% | 1% | -7% | 5 | -8%
